High-throughput results as filed in PubChem.
CHRM4 agonist – agonists of human muscarinic M4 receptor (CHRM4). P08173. CHO-K1 hM4/Gqi5, Fluo-8 calcium fluorescence; vehicle 0%, full acetylcholine response 100%. activation, % at 3 µM. hit rate 0.14% among 360,000;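 active = activation above the run mean over all test wells plus 3 SD, cut at about 32% in these data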;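 also: peak over basal fluorescence ratio per well then scaled between controls; 0% = DMSO wells and 100% = acetylcholine at EC100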
M1 PAM – positive allosteric modulators of human M1 muscarinic receptor; CHO-K1 hM1, Fluo-8 calcium fluorescence, ACh EC20; 0% = ACh EC20, 100% = maximal ACh; activation, % at 3 µM; hit rate 0.088% among 360,000; in the data active = activation above about 19%, passing the limit was not always enough
CHRM1 agonist – activates human CHRM1 receptor; CHO-K1 hM1, Fluo-8 calcium fluorescence, agonist mode; 0% DMSO, 100% acetylcholine EC100; activation, % at 3 µM; hit rate 0.33% among 360,000; AID 588814;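 active = activation above the run's mean compound activation plus 3 SD, cut at about 16% in these data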;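 also: peak over basal fluorescence ratio within a 140 s kinetic read after compound addition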
CHRM5 PAM – CHRM5 positive allosteric modulation; CHO-K1 hM5, Fluo-8 calcium, ACh EC20 PAM; 0% = ACh EC20, 100% = ACh EC100; activation, % at 3 µM; hit rate 0.3% among 360,000;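 active = activation above the run cutoff, the mean activation of all test compounds plus 3 SD, cut at about 18% in these data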
Target sequence (P08912 whole entry, looked up): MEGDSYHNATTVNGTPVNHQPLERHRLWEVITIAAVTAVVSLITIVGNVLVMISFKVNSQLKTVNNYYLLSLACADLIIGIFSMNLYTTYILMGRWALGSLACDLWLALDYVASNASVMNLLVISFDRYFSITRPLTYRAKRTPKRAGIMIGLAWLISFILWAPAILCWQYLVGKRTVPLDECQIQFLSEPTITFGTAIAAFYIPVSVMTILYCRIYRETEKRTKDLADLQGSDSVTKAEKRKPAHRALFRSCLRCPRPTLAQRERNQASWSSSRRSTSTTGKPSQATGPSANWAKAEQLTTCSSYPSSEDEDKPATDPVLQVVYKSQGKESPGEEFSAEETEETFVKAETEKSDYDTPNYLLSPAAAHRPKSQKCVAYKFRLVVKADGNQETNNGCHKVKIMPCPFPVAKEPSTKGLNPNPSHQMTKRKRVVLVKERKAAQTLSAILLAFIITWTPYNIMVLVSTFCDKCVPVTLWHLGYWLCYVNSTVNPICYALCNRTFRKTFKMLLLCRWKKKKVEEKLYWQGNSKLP
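Assay system – human M5 receptor in CHO-K1 cells · Read-out – % activation, ACh-normalized · Technique – Fluo-8 calcium fluorescence · Dosing – single-point, 3 µM nominal · Incubation – Fluo-8 loading 80 min at 37 °C plus 30 min room temperature · Repeats – singlicate, one well per test compound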
M5 antag – CHRM5 antagonism in calcium assay; P08912; CHO-hM5 cells, Fluo-8 calcium fluorescence, ACh EC80; inhibition, % at 3 µM; hit rate 0.59% among 360,000; AID 624040;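 active = inhibition above a per-plate cutoff, the mean of that plate's test compounds plus 3 SD, cut at about 27% in these data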;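 also: 0% = acetylcholine EC80 with DMSO and 100% = DMSO without agonist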
TAAR1 ag – human TAAR1 agonism | AID 624467 | hit rate 0.99% among 360,000 | activation, % at 3 µM | Q96RJ0 | CHO RD-HGA16 TAAR1, Fluo-8 calcium fluorescence; vehicle wells 0%, saturating PEA agonist 100%;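 active = activation above the mean activation of all test compounds in the run plus 3 SD, cut at about 38% in these data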
Target sequence (Q96RJ0 whole entry, looked up): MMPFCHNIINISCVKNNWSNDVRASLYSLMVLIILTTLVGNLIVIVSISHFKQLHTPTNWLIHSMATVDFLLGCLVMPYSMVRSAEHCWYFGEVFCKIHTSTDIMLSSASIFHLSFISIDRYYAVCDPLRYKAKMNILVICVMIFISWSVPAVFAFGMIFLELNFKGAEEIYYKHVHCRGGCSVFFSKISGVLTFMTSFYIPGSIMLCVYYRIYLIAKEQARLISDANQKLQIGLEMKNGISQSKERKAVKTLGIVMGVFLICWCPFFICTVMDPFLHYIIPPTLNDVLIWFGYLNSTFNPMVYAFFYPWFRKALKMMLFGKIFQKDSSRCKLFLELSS
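System: CHO RD-HGA16 cells carrying human TAAR1 plus Gα16; Incubation: 17-24 h seeding, 75 min 37 °C dye, 30 min RT; Measured by: Fluo-8 fluorescence, 5 s baseline then 140 s kinetic read; Control set: DMSO and PEA EC100; Replication: single well for each compound.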
M1 antag – antagonists of human M1 muscarinic receptor; hit rate 1.3% among 360,000; inhibition, % at 3 µM; AID 588852; P11229; CHO-K1 hM1, Fluo-8 calcium fluorescence, ACh EC80 antagonist;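 active = percent inhibition above its own plate's cutoff, namely the mean of that plate's compound wells plus 3 SD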;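 also: peak over basal fluorescence ratio during 140 s after agonist addition; 0% = ACh EC80 plus DMSO and 100% = DMSO alone without agonist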
M4 antag – CHRM4 antagonism in calcium assay. P08173. CHO-hM4 cells, ACh EC80, Fluo-8 calcium fluorescence. inhibition, % at 3 µM. hit rate 0.73% among 360,000. AID 624125;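 active = inhibition above its plate's cutoff, the mean inhibition of sample wells plus 3 SD, cut at about 27% in these data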;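 also: 0% = acetylcholine EC80 with DMSO and 100% = DMSO without agonist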
CHRM5 agonist – CHRM5 agonism in calcium assay | hit rate 0.19% among 360,000 | P08912 | CHO-K1 hM5 cells, Fluo-8 calcium fluorescence; 0% DMSO wells, 100% maximal acetylcholine response | activation, % at 3 µM;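 active = activation above the run's mean over test compounds plus 3 SD, cut at about 23% in these data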;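 also: signal is peak over basal fluorescence ratio across the kinetic read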
An asterisk follows results filed as active; . = not tested or not shown. Some of the compounds tested, so the mix of outcomes need not match the whole.

SMILES	CHRM4 agonist	M1 PAM	CHRM1 agonist	CHRM5 PAM	M5 antag	TAAR1 ag	M1 antag	M4 antag	CHRM5 agonist
CCc1ccc(NC(=O)CN(C)S(=O)(=O)c2ccc3[nH]c(=O)oc3c2)cc1	19	-2	0	-3	-9	.	3	1	1
O=C(c1ccoc1)N1CCC2(CC1)Oc1ccc(Cl)cc1C(=O)C21CC(c2ccc(Cl)cc2)=NO1 (stereo unspecified)	0	11	1	5	5	8	5	-5	1
O=C(CCCN1Cc2ccccc2C1)c1ccc(F)cc1	0	6	-9	-1	9	4	-11	6	-4
Cc1nc(SCC(=O)N(C)C2(C#N)CCCCC2)c2ccccc2n1	3	6	-5	-9	17	1	-8	-10	-4
O=C(Nc1ccc(N2CCOCC2)nc1N1CCOCC1)c1cccc(C(F)(F)F)c1	0	4	-1	4	2	2	-10	-11	4
S=C(Nc1ccccc1)Nc1ccc(Cl)cn1	16	-13	-5	-15	15	.	37*	10	-2
COc1cc(C2C3C(=O)N(c4ccccc4)C(=O)C3ON2c2ccccc2)cc(OC)c1OC (stereo unspecified)	4	6	-3	-4	-9	34	-9	4	-3
O=C(Nc1cccc(-c2ccc3nncn3n2)c1)C(F)(F)F	1	7	-3	-1	-2	0	-7	1	-1
CC(=O)c1c(C)[nH]c(C(=O)OCC(=O)c2ccc(Br)cc2)c1C	17	-8	-3	-10	5	11	3	-12	4
COc1ccc(NC(=O)CS(=O)CC(=O)Nc2ccc(OC)c(OC)c2)cc1 (stereo unspecified)	1	6	-4	13	-7	1	-4	-4	-3
COc1ccc(-n2c(=O)c3ccccc3n(CC(=O)NCc3ccco3)c2=O)cc1	-1	22	-1	11	-18	1	-16	4	12
COc1ccc(NC(=S)Nc2ccc(F)cc2)cc1	2	1	-3	4	16	3	-11	-14	-10
CC(=O)c1c(C)nc2nonc2c1N	0	2	-2	4	-2	5	4	7	0
O=C(CN1C2=NCCN2c2ccccc21)c1ccco1	2	-5	-4	0	-3	-1	12	13	1
COc1ccccc1OCCC(=O)Nc1ccc2c(c1)OCO2	2	2	-1	6	2	3	2	-12	3

An excerpt from above in order of SMILES length, ascending.
SMILES	CHRM4 agonist	M1 PAM	CHRM1 agonist	CHRM5 PAM	M5 antag	TAAR1 ag	M1 antag	M4 antag	CHRM5 agonist
O=C(CCCN1Cc2ccccc2C1)c1ccc(F)cc1	0	6	-9	-1	9	4	-11	6	-4
COc1ccccc1OCCC(=O)Nc1ccc2c(c1)OCO2	2	2	-1	6	2	3	2	-12	3
CC(=O)c1c(C)[nH]c(C(=O)OCC(=O)c2ccc(Br)cc2)c1C	17	-8	-3	-10	5	11	3	-12	4
COc1ccc(NC(=O)CS(=O)CC(=O)Nc2ccc(OC)c(OC)c2)cc1 (stereo unspecified)	1	6	-4	13	-7	1	-4	-4	-3
CCc1ccc(NC(=O)CN(C)S(=O)(=O)c2ccc3[nH]c(=O)oc3c2)cc1	19	-2	0	-3	-9	.	3	1	1
COc1cc(C2C3C(=O)N(c4ccccc4)C(=O)C3ON2c2ccccc2)cc(OC)c1OC (stereo unspecified)	4	6	-3	-4	-9	34	-9	4	-3
O=C(c1ccoc1)N1CCC2(CC1)Oc1ccc(Cl)cc1C(=O)C21CC(c2ccc(Cl)cc2)=NO1 (stereo unspecified)	0	11	1	5	5	8	5	-5	1

More results
SMILES	CHRM4 agonist	M1 PAM	CHRM1 agonist	CHRM5 PAM	M5 antag	TAAR1 ag	M1 antag	M4 antag	CHRM5 agonist
C=CCN(Cc1cn(C)nc1-c1cccc(Cl)c1)C1CCS(=O)(=O)C1 (stereo unspecified)	1	0	-6	2	2	0	-4	9	2
O=c1c(Cl)nc2cc(Cl)ccc2n1CCNc1ncc(C(F)(F)F)cc1Cl	1	0	-3	1	8	.	-4	-5	-3
C/C(=N\NC(=O)Nc1ccccc1)c1ccc2ccccc2c1	1	-5	-8	-7	34*	-3	2	-10	-4
C[C@H](NC(=O)c1nc[nH]c1C(=O)N[C@@H](Cc1ccccc1)C(=O)OCc1ccccc1)C(=O)OCc1ccccc1	2	-9	-4	-7	8	7	14	-1	-1
O=C(NCCN1CCOCC1)c1cc(-c2ccc(Cl)cc2)on1	1	5	-4	3	2	.	-3	11	4
COCCCNS(=O)(=O)c1cc2c3c(c1)C(C)C(=O)N3CCC2 (stereo unspecified)	1	0	-2	2	-7	0	-1	-7	1
CCc1ccc(OCC(=O)Nc2nnc(C3CCCC3)s2)cc1	0	2	1	-2	1	7	0	2	0
CC1(C)OC(=O)C(=NNc2ccccc2)C(=O)O1	1	-1	-3	-1	4	2	-4	9	0
CCOC(=O)N1CCN(C(=O)CSc2nnc(Cc3cccn3C)n2CCc2ccccc2)CC1	1	-3	-7	0	-3	10	1	16	0
CCCNC(=O)CN1C(=O)c2ccccc2Sc2ncccc21	3	8	-6	0	8	-1	-10	-3	-5
CN(C)S(=O)(=O)c1ccc(N2CCCC2)c(C(=O)Nc2cccc(F)c2)c1	2	6	-6	-1	8	.	-7	11	-4
CCn1cc(C2=NOC(C(=O)Nc3ccccc3C(=O)OC)C2)c(C)n1 (stereo unspecified)	5	3	0	-3	6	.	5	4	3
O=C1CCCC(=NCc2ccco2)C1	1	19	-1	5	-3	3	-20	-2	2
COc1ccc(CNC(=O)CS(=O)CC(=O)O)cc1OC (stereo unspecified)	1	-6	0	-3	11	8	13	5	0
O=c1c2cc(N3CCOCC3)ccc2[nH]c(=S)n1CCCN1CCCCCC1	1	-24	-6	-2	7	1	23*	14	-5

6 compounds picked at random from the list so far, as already listed:
SMILES	CHRM4 agonist	M1 PAM	CHRM1 agonist	CHRM5 PAM	M5 antag	TAAR1 ag	M1 antag	M4 antag	CHRM5 agonist
O=C1CCCC(=NCc2ccco2)C1	1	19	-1	5	-3	3	-20	-2	2
COCCCNS(=O)(=O)c1cc2c3c(c1)C(C)C(=O)N3CCC2 (stereo unspecified)	1	0	-2	2	-7	0	-1	-7	1
C/C(=N\NC(=O)Nc1ccccc1)c1ccc2ccccc2c1	1	-5	-8	-7	34*	-3	2	-10	-4
O=c1c2cc(N3CCOCC3)ccc2[nH]c(=S)n1CCCN1CCCCCC1	1	-24	-6	-2	7	1	23*	14	-5
C[C@H](NC(=O)c1nc[nH]c1C(=O)N[C@@H](Cc1ccccc1)C(=O)OCc1ccccc1)C(=O)OCc1ccccc1	2	-9	-4	-7	8	7	14	-1	-1
CC1(C)OC(=O)C(=NNc2ccccc2)C(=O)O1	1	-1	-3	-1	4	2	-4	9	0

Going on with the list.
SMILES	CHRM4 agonist	M1 PAM	CHRM1 agonist	CHRM5 PAM	M5 antag	TAAR1 ag	M1 antag	M4 antag	CHRM5 agonist
C#CCOCCOCCOCCNc1nc(N2CCN(C(=O)[C@H]([C@@H](C)CC)n3cc(CCCN=C(N)N)nn3)CC2)nc(N2CCN(C(=O)[C@H](CCCCN)n3cc(CCC(=O)O)nn3)CC2)n1	1	3	-8	4	1	3	-6	-10	-2
CN(C)c1ccc(C2Nc3ccccc3C(=O)N2CCCN2CCOCC2)cc1 (stereo unspecified)	2	6	-4	2	-6	1	-20	-21	-7
CN1C(=O)[C@@](O)(c2cn(C)c3ccccc23)c2cc(F)ccc21	3	.	.	11	-19	2	.	-22	2
COC(=O)c1c(C(=O)OC)c(-c2cccc(F)c2)n2c1CS(=O)C2 (stereo unspecified)	1	10	-3	-2	3	3	-13	-5	0
O=C(CCCCCNC(=O)N1CCn2c1nc1ccccc12)NCc1ccc(F)cc1	1	12	-5	-6	9	1	-14	-10	-3
Cc1c(NC(=O)c2ccc(-c3ccc([N+](=O)[O-])cc3Cl)o2)c(=O)n(-c2ccccc2)n1C	2	15	-9	2	-6	7	-10	4	3
Cc1ccc(NC(=O)COC(=O)c2ccn(C)n2)cc1	0	-4	-5	0	8	2	-1	-3	1
CC(C)(C)NS(=O)(=O)c1ccc(NC(=O)C2CC(=O)N(CCc3ccc(F)cc3)C2)cc1 (stereo unspecified)	0	7	-8	0	9	6	-14	-10	-4
COC(=O)Cc1cc(=O)n2[nH]c(C(F)(F)F)nc2n1	0	7	-4	-3	1	.	-13	-3	0
CCOC(=O)CN1C(=O)S/C(=C/c2ccc(OC)c([N+](=O)[O-])c2)C1=O	2	8	-5	1	6	3	0	-1	-2
O=S(=O)(CCN1CCSCC1)c1ccc(Cl)cc1	-1	-4	-3	-3	2	1	4	0	-1
CCOc1ccc(NC(=O)CSc2ccc(-c3ccco3)nn2)cc1	5	-2	-3	6	1	16	4	-7	-2
COc1cccc(-c2ccc(NC(=O)C3CCCN(Cc4cnn(C)c4)C3)cc2)c1 (stereo unspecified)	2	-8	-4	-7	5	11	7	-10	-8
COC(=O)COc1ccc(Oc2nc(SC)nc(N(C)C)n2)nn1	1	-1	-2	-4	-2	3	8	-5	-7
COc1ccc(CN2CCN(Cc3c[nH]c4ccccc34)CC2)c(OC)c1	1	9	-5	-4	8	5	-13	-2	-1
Nc1ccc(Cl)cc1/C(=N/O)c1ccccc1	1	4	-4	13	-5	1	-21	-1	-5
COC(=O)C1=C(C)NC(=S)NC1c1ccc(-c2ccccc2C(=O)OC)o1 (stereo unspecified)	0	4	-1	1	10	0	4	5	0
O=C1NCCCC2c3c(cc(Br)c(O)c3Br)OC12N1CCCCC1 (stereo unspecified)	1	9	0	4	1	8	-10	-1	1
CC(=O)N(c1ccc(C)cc1)c1nc(C)cc(C)c1C#N	1	6	-3	13	4	3	-6	-4	-4
CC1(C)SC(=S)N(Cc2ccc3c(c2)OCO3)C1N(O)C(=O)NC1CCCCC1 (stereo unspecified)	1	-4	-1	2	0	13	-1	-2	-2
Cc1noc(C)c1CCC(=O)N1CCCC(CO)(Cc2ccccc2)C1 (stereo unspecified)	2	5	1	6	-3	4	-4	6	-8
COc1ccc(Oc2nc(C)cc(C)c2S(=O)(=O)c2ccc(C)cc2)cc1	-3	1	-5	-2	3	1	-5	-9	-6
O=C(NN1CCOCC1)c1cc(-c2ccc(Br)cc2)nc2ccccc12	1	6	-2	1	2	0	-10	1	1
COc1ccc(NC(=O)c2ccc(NC(=O)C(C)C)cc2)c([N+](=O)[O-])c1	1	2	-5	-1	4	7	-13	-8	-1
O=C(NCCCN1CCN(Cc2ccccc2)CC1)C1CCN(c2nnc(-n3cccc3)s2)CC1	4	-21	-4	-5	-5	-2	44*	7	-4
COc1cc(C)c(Cl)cc1S(=O)(=O)n1cnc(C)c1	-1	5	-4	-3	-1	-2	3	-1	-2
CCCC[C@@H]1CNC(=O)C(=O)N1CC(C)(C)C	0	7	-5	-5	16	7	0	-4	1
COc1ccc(C(=O)Nc2ccnn2C2CCN(C(=O)c3cc(C)on3)CC2)cc1	0	7	-3	3	-8	0	-4	-6	-2
Cc1cc(C)nc(NCCCc2ccccc2)n1	0	-6	-5	-2	4	3	7	-8	-2
